NPR1 activator: GC-A (human) enzyme activation; activation, % at 10 µM; AID 1671463; HEK293 GC-A cells, cGMP TR-FRET, EC30 ANP; 0% at EC30 ANP, 100% saturating ANP; P16066; 370,000 tested, 0.14% active; in the data active = activation above about 40%
DAX1 inh-1: inhibits human nuclear receptor DAX1; inhibition, % at 6.75 µM; 340,000 tested, 0.99% active; HEK293 Gal4-DAX1 luciferase reporter, luminescence; AID 504766; P51843;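 active = inhibition above the mean over all tested compounds plus 3 SD, cut at about 4.2% in these data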;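 note: 0% = DAX1-transfected cells with DMSO and 100% = empty-vector control cells with DMSO; inhibition shows as a rise in luminescence from relieved DAX1 repression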
HGIII-sPLA2 inh: Inhibits HGIII-sPLA2 liposome hydrolysis, primary screen. inhibition, % at 12.2 µM. 370,000 tested, 0.56% active. QFRET BODIPY PC-A2 liposome hydrolysis, fluorescence;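 active = inhibition above mean plus 3 SD of compounds lying within the high and low control bounds, cut at about 19% in these data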;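 note: 0% = median of test compound wells and 100% = no enzyme DMSO wells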
FXN GAA850 act: increases GAA850 frataxin promoter reporter activity | HEK293 lucGAA850 FXN promoter luciferase reporter, 24 h; percent of 10 µM SAHA response | activation, % at 6 µM | 360,000 tested, 0.56% active;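 active = activation above the average of all compounds screened plus 3 SD, cutoff fixed separately per campaign, cut at about 7.5% in these data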;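 note: 0% = DMSO wells and 100% = 10 µM SAHA wells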
hgDAF12 agonist: agonists of H. glycines DAF-12 nuclear receptor | HEK293 GAL4-hgDAF12 UAS-luciferase reporter, agonist luminescence; normalized to butyrate control | activation, % at 6.8 µM | 370,000 tested, 1.8% active | AID 687014;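 active = activation above a cutoff set at the mean of all screened compounds plus 3 SD, cut at about 10% in these data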;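 note: 0% = DMSO wells and 100% = sodium butyrate wells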
NPR2 activator: GC-B (human) receptor activation | 370,000 tested, 0.11% active | activation, % at 10 µM | HEK293-GC-B cells, CNP EC30, cGMP TR-FRET; 0% at EC30 CNP, 100% saturating CNP | P20594;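 active = activation at 10 µM reaching about 35% in either raw or pattern-adjusted values, limit read from the data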
Target sequence (P20594 whole entry, looked up): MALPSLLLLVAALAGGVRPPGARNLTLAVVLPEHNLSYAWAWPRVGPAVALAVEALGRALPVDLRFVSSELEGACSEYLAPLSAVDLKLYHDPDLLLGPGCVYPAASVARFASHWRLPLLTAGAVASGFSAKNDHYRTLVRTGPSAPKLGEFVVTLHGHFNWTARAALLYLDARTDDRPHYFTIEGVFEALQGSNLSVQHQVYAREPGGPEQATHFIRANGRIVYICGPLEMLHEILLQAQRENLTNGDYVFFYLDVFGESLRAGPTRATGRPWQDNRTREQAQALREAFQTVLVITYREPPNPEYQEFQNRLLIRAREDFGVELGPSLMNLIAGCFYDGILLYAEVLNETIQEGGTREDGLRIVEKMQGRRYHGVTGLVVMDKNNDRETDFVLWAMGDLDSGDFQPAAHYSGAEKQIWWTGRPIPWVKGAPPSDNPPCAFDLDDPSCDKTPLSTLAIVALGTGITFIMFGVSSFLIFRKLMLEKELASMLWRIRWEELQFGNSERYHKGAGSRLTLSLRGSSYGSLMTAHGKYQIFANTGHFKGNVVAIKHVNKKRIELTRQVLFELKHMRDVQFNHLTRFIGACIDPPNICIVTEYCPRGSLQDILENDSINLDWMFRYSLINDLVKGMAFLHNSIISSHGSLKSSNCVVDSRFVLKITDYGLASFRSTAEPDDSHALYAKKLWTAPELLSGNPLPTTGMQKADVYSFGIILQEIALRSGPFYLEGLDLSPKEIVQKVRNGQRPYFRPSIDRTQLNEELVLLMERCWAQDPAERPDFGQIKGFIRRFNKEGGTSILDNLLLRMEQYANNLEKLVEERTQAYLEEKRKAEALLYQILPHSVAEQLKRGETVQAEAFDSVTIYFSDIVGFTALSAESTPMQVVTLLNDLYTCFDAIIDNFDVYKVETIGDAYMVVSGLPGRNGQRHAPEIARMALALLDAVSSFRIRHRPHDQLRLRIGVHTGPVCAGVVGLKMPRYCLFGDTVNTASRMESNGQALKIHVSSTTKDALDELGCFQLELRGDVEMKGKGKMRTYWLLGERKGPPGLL
SMARCA2 activ: SMARCA2 function activation, primary screen. MG213 cells, MMTV-luciferase reporter, dexamethasone, overnight. AID 652017. activation, % at 9.1 µM. 370,000 tested, 1% active; in the data active = activation above about 7.8%;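 note: 0% = vehicle wells and 100% = reference activator wells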
ADAM10 inh: ADAM10 inhibition, QFRET primary screen. O14672. recombinant ADAM10, EDANS/DABCYL FRET peptide cleavage, 3 h. inhibition, % at 7 µM. 370,000 tested, 0.62% active;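 active = inhibition above a per-campaign cutoff equal to the mean of compounds falling between control-based bounds plus 3 SD, cut at about 20% in these data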;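 note: 0% = DMSO wells while the 100% control is not disclosed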
DAX1 inh-2: blocks DAX1 repression of SF-1 activated StAR promoter; 370,000 tested, 1.1% active; AID 652010; HEK293T StAR-luciferase reporter, SF-1/DAX-1 repression relief; inhibition, % at 6.8 µM;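 active = inhibition above the mean over all tested compounds plus 3 SD, cut at about 3.6% in these data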;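 note: 0% = DAX-1 cells with DMSO and 100% = cells lacking DAX-1 with DMSO; higher inhibition means more luminescence from relief of DAX-1 repression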
hcDAF-12 act: activators of H. contortus DAF-12 nuclear receptor; HEK293 hcDAF-12 lit1-tk-luc reporter, luminescence; 0% DMSO, 100% Δ7-dafachronic acid; activation, % at 6.8 µM; 370,000 tested, 1.4% active; AID 652067;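 active = activation above the mean of all tested compounds plus 3 SD, cut at about 5.5% in these data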;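 note: 100% = response to 3 µM Δ7-dafachronic acid high control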
ssDAF12 agonist: activates DAF-12 receptor from parasite S. stercoralis; HEK293 ssDAF-12/GRIP1 lit1-tk-luc reporter, luminescence; % of 3 µM dafachronic acid response; activation, % at 6.8 µM; 370,000 tested, 1% active;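 active = activation above the mean over all tested compounds plus 3 SD, cut at about 0.9% in these data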;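 note: 0% = DMSO-only wells and 100% = 3 µM delta7-dafachronic acid wells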
Active calls of the source: *.

CC1=NN(c2ccccc2)C(=O)/C1=C\c1ccc(Br)s1 was read as NPR1 activator 2, DAX1 inh-1 0.3, HGIII-sPLA2 inh 6, FXN GAA850 act 3.5, hgDAF12 agonist -0.8, NPR2 activator 0, SMARCA2 activ 4, ADAM10 inh 6, DAX1 inh-2 -0.2, hcDAF-12 act 1.5 and ssDAF12 agonist -1.2.
`COc1ccc(-c2nnc(NC(=O)CS(=O)(=O)c3ccc(Cl)cc3)o2)c(OC)c1` gave NPR1 activator 4, DAX1 inh-1 -0.2, HGIII-sPLA2 inh -4, FXN GAA850 act 3.0, hgDAF12 agonist 5.3, NPR2 activator 5, SMARCA2 activ -1, ADAM10 inh 3, DAX1 inh-2 2.5, hcDAF-12 act -0.6 and ssDAF12 agonist -0.5.
Screening COc1ccc2nc(SCC(=O)N3CC(=O)Nc4ccccc43)c(C#N)cc2c1 returned NPR1 activator -5, DAX1 inh-1 -2.4, HGIII-sPLA2 inh 2, FXN GAA850 act -4.4, hgDAF12 agonist -2.6, NPR2 activator -2, SMARCA2 activ 3, ADAM10 inh -8, DAX1 inh-2 -2.1, hcDAF-12 act -1.9 and ssDAF12 agonist -1.1.
`CCN(CC)C(=O)CSc1nc2ccccc2c(=O)n1OC` gave NPR1 activator 1, DAX1 inh-1 -0.9, HGIII-sPLA2 inh 3, FXN GAA850 act 0.5, hgDAF12 agonist -1.4, NPR2 activator 6, SMARCA2 activ 2, ADAM10 inh 5, DAX1 inh-2 1.1, hcDAF-12 act 0.7 and ssDAF12 agonist 0.1.
COCCn1c(SCC(=O)Nc2ccc(F)cc2)nc2c(oc3ccccc32)c1=O was read as NPR1 activator 1, DAX1 inh-1 1.0, HGIII-sPLA2 inh -2, FXN GAA850 act -0.2, hgDAF12 agonist 0.8, NPR2 activator 1, SMARCA2 activ 1, ADAM10 inh 7, DAX1 inh-2 -0.7, hcDAF-12 act 0.0 and ssDAF12 agonist -1.2.
For Cc1c(Cl)cnc(NC(=O)COC(=O)c2nn(C)c(=O)c3ccccc23)c1Cl the results were NPR1 activator 3, DAX1 inh-1 2.1, HGIII-sPLA2 inh -4, FXN GAA850 act 1.1, hgDAF12 agonist 1.9, NPR2 activator -6, SMARCA2 activ 0, ADAM10 inh 3, DAX1 inh-2 0.0, hcDAF-12 act -1.4 and ssDAF12 agonist -0.9.
For O=c1cc(-c2ccccc2)c2ccc(O)c(CN3CCCCC3)c2o1 the results were NPR1 activator -3, DAX1 inh-1 0.1, HGIII-sPLA2 inh 0, FXN GAA850 act -0.5, hgDAF12 agonist -1.4, NPR2 activator -1, SMARCA2 activ -3, ADAM10 inh -228, DAX1 inh-2 0.2, hcDAF-12 act 1.1 and ssDAF12 agonist -2.1.
O=C(CSc1nnc(-c2cccs2)o1)N1CCCc2ccccc21 was read as NPR1 activator -1, DAX1 inh-1 1.0, HGIII-sPLA2 inh -2, FXN GAA850 act 2.6, hgDAF12 agonist 0.2, NPR2 activator 1, SMARCA2 activ -1, ADAM10 inh -2, DAX1 inh-2 0.0, hcDAF-12 act -1.1 and ssDAF12 agonist -1.3.
For C[C@@H]1CN(c2ccc(N3CCNC[C@H]3C)cc2C#N)CCN1Cc1ccccc1 the results were NPR1 activator 4, HGIII-sPLA2 inh 3, hgDAF12 agonist -7.0, NPR2 activator 1, SMARCA2 activ -2, ADAM10 inh -44, DAX1 inh-2 -1.9, hcDAF-12 act -4.1 and ssDAF12 agonist -1.5.
For CCNS(=O)(=O)c1ccc(NC(=O)c2ccccc2SCCOC)cc1 the results were NPR1 activator 0, DAX1 inh-1 -0.1, HGIII-sPLA2 inh -5, FXN GAA850 act -0.6, hgDAF12 agonist 0.9, NPR2 activator 3, SMARCA2 activ 0, ADAM10 inh -1, DAX1 inh-2 -0.9, hcDAF-12 act -0.8 and ssDAF12 agonist -1.2.
`CCOC(=O)c1ccc(NC(=O)c2cccc(S(=O)(=O)N3c4ccccc4CC3C)c2)s1` (centres undefined) gave NPR1 activator -17, DAX1 inh-1 -2.2, HGIII-sPLA2 inh 6, FXN GAA850 act -1.1, hgDAF12 agonist 1.3, NPR2 activator -11, SMARCA2 activ -1, ADAM10 inh 5, DAX1 inh-2 0.2, hcDAF-12 act -2.8 and ssDAF12 agonist -1.0.
For O=C(CSc1ccc(-c2ccccc2)nn1)N1CCOCC1 the results were NPR1 activator 3, DAX1 inh-1 0.5, HGIII-sPLA2 inh 2, FXN GAA850 act 1.3, hgDAF12 agonist 5.1, NPR2 activator -1, SMARCA2 activ 1, ADAM10 inh -4, DAX1 inh-2 -0.5, hcDAF-12 act 1.7 and ssDAF12 agonist -1.5.

Reprinted from above (2 entries):
For Cc1c(Cl)cnc(NC(=O)COC(=O)c2nn(C)c(=O)c3ccccc23)c1Cl the results were NPR1 activator 3, DAX1 inh-1 2.1, HGIII-sPLA2 inh -4, FXN GAA850 act 1.1, hgDAF12 agonist 1.9, NPR2 activator -6, SMARCA2 activ 0, ADAM10 inh 3, DAX1 inh-2 0.0, hcDAF-12 act -1.4 and ssDAF12 agonist -0.9.
For O=c1cc(-c2ccccc2)c2ccc(O)c(CN3CCCCC3)c2o1 the results were NPR1 activator -3, DAX1 inh-1 0.1, HGIII-sPLA2 inh 0, FXN GAA850 act -0.5, hgDAF12 agonist -1.4, NPR2 activator -1, SMARCA2 activ -3, ADAM10 inh -228, DAX1 inh-2 0.2, hcDAF-12 act 1.1 and ssDAF12 agonist -2.1.

(next part)
CC(=O)[C@H]1CC[C@H]2[C@@H]3CC=C4C[C@@H](O)CC[C@]4(C)[C@H]3CC[C@]12C was read as NPR1 activator 2, DAX1 inh-1 3.0, HGIII-sPLA2 inh 3, FXN GAA850 act 0.8, hgDAF12 agonist -3.2, NPR2 activator -9, SMARCA2 activ -1, ADAM10 inh -2, DAX1 inh-2 1.1, hcDAF-12 act 0.5 and ssDAF12 agonist -1.6.
Screening Cc1ccc(CNC(=O)CCS(=O)(=O)c2ccc(C)cc2)cc1 returned NPR1 activator 2, DAX1 inh-1 -1.1, HGIII-sPLA2 inh 3, FXN GAA850 act 1.1, hgDAF12 agonist 0.1, NPR2 activator -4, SMARCA2 activ 10*, ADAM10 inh 9, DAX1 inh-2 0.5, hcDAF-12 act 2.6 and ssDAF12 agonist -0.6.
Screening S=C1Nc2cc(Cl)ccc2Sc2ccccc21 returned NPR1 activator -7, DAX1 inh-1 -1.7, HGIII-sPLA2 inh -4, FXN GAA850 act -1.0, hgDAF12 agonist 0.9, NPR2 activator -7, SMARCA2 activ 0, ADAM10 inh 0, DAX1 inh-2 -0.8, hcDAF-12 act 0.2 and ssDAF12 agonist -0.8.
COCCN(C(=S)Nc1ccccc1C)C(C)c1cccs1 (centres undefined) was read as NPR1 activator -1, DAX1 inh-1 -0.1, HGIII-sPLA2 inh -1, FXN GAA850 act 0.8, hgDAF12 agonist 0.2, NPR2 activator 1, SMARCA2 activ 0, ADAM10 inh 5, DAX1 inh-2 -0.2, hcDAF-12 act -1.3 and ssDAF12 agonist -1.1.
`CC(CCc1ccccc1)NC(=O)C(=O)c1c[nH]c2ccccc12` (centres undefined) gave NPR1 activator 2, DAX1 inh-1 -0.6, HGIII-sPLA2 inh -20, FXN GAA850 act 0.1, hgDAF12 agonist -0.6, NPR2 activator -2, SMARCA2 activ -1, ADAM10 inh 16, DAX1 inh-2 -1.2, hcDAF-12 act 1.0 and ssDAF12 agonist -0.5.
For O=C(COC(=O)CNC(=O)c1ccc2c(c1)OCO2)Nc1ncc(Cl)cc1Cl the results were NPR1 activator -4, DAX1 inh-1 0.0, HGIII-sPLA2 inh 0, FXN GAA850 act 2.1, hgDAF12 agonist 1.3, NPR2 activator 2, SMARCA2 activ 0, ADAM10 inh 6, DAX1 inh-2 0.1, hcDAF-12 act 0.8 and ssDAF12 agonist -1.6.
CCOC(=O)C1CCN(C(=O)CS(=O)Cc2nc(-c3ccc(C)cc3)oc2C)CC1 (centres undefined) was read as NPR1 activator 7, DAX1 inh-1 0.8, HGIII-sPLA2 inh -3, FXN GAA850 act 1.7, hgDAF12 agonist 0.8, NPR2 activator -6, SMARCA2 activ -2, ADAM10 inh 0, DAX1 inh-2 -1.0, hcDAF-12 act 0.7 and ssDAF12 agonist -1.1.
Screening O=C(N1CCOCC1)N(CCN1CCOCC1)Cc1cccc(Cl)c1 returned NPR1 activator 1, DAX1 inh-1 -0.7, HGIII-sPLA2 inh 6, FXN GAA850 act -0.4, hgDAF12 agonist 0.9, NPR2 activator 2, SMARCA2 activ 0, ADAM10 inh 4, DAX1 inh-2 -0.6, hcDAF-12 act -1.1 and ssDAF12 agonist -1.3.
For CCCN1C(=O)/C(=C/c2c(NCCCOCC)nc3c(C)cccn3c2=O)SC1=S the results were NPR1 activator -3, DAX1 inh-1 0.0, HGIII-sPLA2 inh 3, FXN GAA850 act 2.8, hgDAF12 agonist -1.0, NPR2 activator -9, SMARCA2 activ -2, ADAM10 inh -16, DAX1 inh-2 0.5, hcDAF-12 act -0.5 and ssDAF12 agonist -2.0.
Screening Cc1cccc(Nc2ncnc3nc[nH]c23)c1C returned NPR1 activator 4, DAX1 inh-1 1.3, HGIII-sPLA2 inh 1, FXN GAA850 act 2.5, hgDAF12 agonist 3.2, NPR2 activator 4, SMARCA2 activ 0, ADAM10 inh -3, DAX1 inh-2 1.0, hcDAF-12 act -0.1 and ssDAF12 agonist 0.2.
Screening Cc1ccc(C(=O)N/C(=C/c2ccc(-c3cccc([N+](=O)[O-])c3)o2)C(=O)NC(C)C)cc1 returned NPR1 activator -6, DAX1 inh-1 -0.5, HGIII-sPLA2 inh 2, FXN GAA850 act -1.7, hgDAF12 agonist 0.5, NPR2 activator 8, SMARCA2 activ 1, ADAM10 inh 9, DAX1 inh-2 -0.9, hcDAF-12 act 1.4 and ssDAF12 agonist -1.1.
For O=C(Cc1cccs1)Nc1cccc(-c2nc3cc4ccccc4cc3[nH]2)c1 the results were NPR1 activator 1, DAX1 inh-1 0.6, HGIII-sPLA2 inh -28, FXN GAA850 act 4.1, hgDAF12 agonist 13*, NPR2 activator 9, SMARCA2 activ 4, ADAM10 inh inactive, DAX1 inh-2 2.7, hcDAF-12 act 9.4* and ssDAF12 agonist 0.9.
CCn1c(SCC(=O)N2c3ccccc3Sc3ccccc32)nc2c1c(=O)n(C)c(=O)n2C was read as NPR1 activator -8, DAX1 inh-1 -0.6, HGIII-sPLA2 inh 2, FXN GAA850 act 0.0, hgDAF12 agonist 1.6, NPR2 activator -5, SMARCA2 activ 0, ADAM10 inh -1, DAX1 inh-2 -0.9, hcDAF-12 act -0.6 and ssDAF12 agonist -1.4.
For COc1ccc(CNC(=S)Nc2cccc(Cl)c2)cc1 the results were NPR1 activator 6, HGIII-sPLA2 inh -13, FXN GAA850 act -0.7, hgDAF12 agonist 1.4, NPR2 activator 1, SMARCA2 activ -6, ADAM10 inh 3, DAX1 inh-2 -0.8, hcDAF-12 act 0.1 and ssDAF12 agonist -0.9.
Screening CC(CNC(=O)CCCn1ncn2c(cc3occc32)c1=O)c1ccccc1 (centres undefined) returned NPR1 activator -8, DAX1 inh-1 0.6, HGIII-sPLA2 inh -2, FXN GAA850 act 1.6, hgDAF12 agonist 1.1, NPR2 activator -7, SMARCA2 activ -2, ADAM10 inh -3, DAX1 inh-2 0.1, hcDAF-12 act -3.7 and ssDAF12 agonist -1.2.

From PubChem BioAssay
